UBC9 SUMO inh – blocks human SUMOylation mediated by UBC9; hit rate 0.36% among 290,000; HTRF SUMOylation assay, SAE1/SAE2 + UBC9, in vitro; inhibition, % at 35 µM; P63279; in the data active means inhibition above about 50%, passing the limit was not always enough; inconclusive means no clear call, values can overlap the other calls; further: strong numbers were not always called active
Target sequence (P63279 whole entry, looked up): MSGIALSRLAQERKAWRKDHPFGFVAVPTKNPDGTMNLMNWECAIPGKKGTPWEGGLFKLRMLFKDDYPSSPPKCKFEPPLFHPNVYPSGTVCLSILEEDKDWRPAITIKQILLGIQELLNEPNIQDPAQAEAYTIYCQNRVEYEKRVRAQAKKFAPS
M18AAP inhibitor – blocks P. falciparum M18 aspartyl aminopeptidase; recombinant PfM18AAP, H-Glu-NHMec fluorogenic cleavage; inhibition, % at 7.35 µM; hit rate 1.2% among 290,000; AID 1822;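 active means inhibition above the campaign mean inhibition over all tested compounds plus 3 SD, cut at about 28% in these data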;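 further: 0% = plate median of test compound wells and 100% = 2 mM ZnCl2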
IDE inh – inhibits human insulin-degrading enzyme in HEK cells. FAbetaB cleavage, fluorescence polarization. hit rate 0.41% among 320,000. AID 434962. P14735. inhibition, % at 5.59 µM;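 active means percent inhibition above the average of all tested compounds plus 3 SD, set per screening campaign, cut at about 16% in these data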;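 further: IDE supplied by intact live HEK cells; FP after avidin binding of uncleaved biotin substrate so inhibition keeps polarization high; 0% = DMSO wells and 100% = 60 µM reference IDE inhibitor Ii1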
p-CIP stab down – lowers stability of the mouse p/CIP coactivator protein; decrease of EGFP signal, % at 10 µM; Q05BA5; F442A p/CIP-EGFP cells, EGFP fluorescence, 16 h; hit rate 0.01% among 290,000;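 active means EGFP signal decrease of at least 30% at 10 µM or well 3 SD below plate mean, unless failing retest; inactive means the rest, including hits failing retest or dose response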; further: some compounds called inactive have numbers as strong as hits; many of its hits are not listed in these tables
NS3 helicase inh – blocks Hepatitis C virus NS3 helicase unwinding; AID 1800; inhibition, % at 10.9 µM; NS3 helicase DNA unwinding, Cy5 molecular beacon fluorescence; hit rate 0.56% among 290,000;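 active means inhibition above the mean of all tested compounds plus 3 SD, set per campaign, cut at about 35% in these data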;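 further: 0% = DMSO wells and 100% = thioflavine S control wells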
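test system = hepatitis C virus NS3 helicase domain fragment enzyme | reagent = annealed dual-labelled DNA beacon duplex, ATP-started | times = 1 h at 25 °C | detection = Cy5 fluorescence, 0 and 60 min reads | read-out basis = percent inhibition from t60/t0 fluorescence ratio | control set = DMSO and thioflavine S | replication = one well per compound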
IMP-1 inh – blocks Pseudomonas aeruginosa IMP-1 metallo-beta-lactamase. purified IMP-1, nitrocefin hydrolysis, epi-absorbance fluorescence. inhibition, % at 5.6 µM. hit rate 0.45% among 290,000. AID 1556;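 active means inhibition above the mean plus 3 SD of all compounds in the same screening run, cut at about 4.5% in these data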;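 further: 0% = IMP-1 with DMSO and 100% = DMSO wells lacking enzyme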
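System – purified recombinant IMP-1 beta-lactamase · Input – IMP-1 dispensed at 0.2 nM · Timing – 15 min preincubation plus 25 min reaction at 25 °C · Signal – Epi-absorbance fluorescence, 480 nm excitation, 530 nm emission · Measure – percent IMP-1 inhibition derived from blank-referenced optical density · Controls – Enzyme-plus-DMSO low control, enzyme-free DMSO high control · Replication – singlicate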
VIM-2 inh – inhibitors of Pseudomonas aeruginosa VIM-2 metallo-beta-lactamase; purified VIM-2, nitrocefin hydrolysis, epi-absorbance fluorescence; inhibition, % at 5.6 µM; hit rate 0.89% among 290,000; AID 1527;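 active means inhibition above the mean of all tested compounds plus 3 SD, cutoff set per screening run, cut at about 7.5% in these data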;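 further: red hydrolysis product quenches plate fluorescence so inhibitors raise well fluorescence; 0% = enzyme with DMSO and 100% = DMSO without enzyme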
IDE cell activ – boosts human insulin-degrading enzyme activity in HEK cells. P14735. FAbeta-B cleavage, fluorescence polarization; 0% vehicle, 100% cell-free pure enzyme wells. activation, % at 5.96 µM. hit rate 0.073% among 340,000. AID 493087;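 active means activation above the mean of all tested compounds plus 3 SD, set per screening campaign, cut at about 17% in these data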
FID counter – displaces DNA intercalator in HCV helicase counter-screen; AID 1845; DNA fluorescent intercalator displacement, fluorescence; hit rate 0.17% among 290,000; inhibition, % at 7.9 µM; in the data active means inhibition above about 37%;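 further: 0% = vehicle and 100% = reference compound; higher means more ethidium bromide displaced from hairpin DNA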
* = called active by the depositor; u = inconclusive; x = no result given. No enrichment for hits; 3.6% or so of the library scored in one or more.

SMILES	UBC9 SUMO inh	M18AAP inhibitor	IDE inh	p-CIP stab down	NS3 helicase inh	IMP-1 inh	VIM-2 inh	IDE cell activ	FID counter
O=C(CNS(=O)(=O)c1ccccc1)Nc1ccc2c(c1)OCO2	-1	-6	1	-5	0	-1.5	-1.0	1	7
CC1(C)Oc2ccc(C(=O)NC3CCCC3)cc2N(CC(=O)NC2CCCC2)C1=O	18	-1	2	-7	0	-3.4	-1.4	5	-5
c1ccc(CCn2nnnc2CN2CCc3ccccc32)cc1	10	3	-4	-13	-2	-1.7	-0.8	3	-12
CC1CCN(CCCNC(=O)c2cc3c(s2)-c2ccccc2OC3)CC1	29	0	6	1	-30	-1.9	1.0	3	24
CCN(CC)CC(=O)c1ccc(-c2ccccc2)cc1	17	5	3	11	3	0.4	-1.1	-3	9
Cc1cc(NC(=O)CCC(=O)N(CC(=O)NC2CCCC2)c2ccc(F)c(Cl)c2)no1	6	4	-1	2	-6	-2.5	-3.5	1	-39
Cc1ccc(C)[n+](CC(=O)N2CCCCC2)c1	0	9	x	-15	7	-0.4	-1.7	1	1
COc1ccc(OC)c(S(=O)(=O)n2nnc3ccccc32)c1	7	-3	5	-7	-1	-1.4	-3.2	5	1
CCCCSC(=S)NC1CCS(=O)(=O)C1 (configuration not stated)	-9	0	-6	-9	-11	-2.1	-2.6	0	-1
Cc1ccn2cc(-c3ccc(O)c(O)c3)nc2c1	12	72*	-4	2	3	-5.2	-1.2	-2	3
COc1ccc(/C=C/C(=O)CCC(=O)O)cc1	12	-3	5	5	0	-0.1	-0.9	-2	-4
CC(C)(CO)NCc1ccc(Br)cc1	-2	4	0	9	10	-2.6	-2.0	7	-1
Cc1ccc(Cn2c(=N)c(C(=O)NCCN3CCOCC3)cc3c(=O)n4ccccc4nc32)cc1	10	-1	-1	1	-8	-2.7	2.8	10	31
COCCCNC(=O)c1ccc2c(=O)n(Cc3ccc(Cl)cc3)c(=S)[nH]c2c1	8	-7	-4	0	-7	-0.8	-3.7	5	-13
CC(=O)c1ccc(NC(=O)C2CC(=O)Nc3nc4ccccc4n32)cc1 (configuration not stated)	24	3	-2	-1	1	-2.1	-2.4	1	-6
CCOc1ccc(C(CC(=O)O)NC(=O)c2ccco2)cc1 (configuration not stated)	-6	-6	3	3	1	-9.1	-4.3	2	2
C/C(=N\NC(=O)C1(C)NC(C)(C)Cc2ccccc21)c1ccccc1 (configuration not stated)	-5	7	0	8	9	-3.7	-4.7	5	1
Cn1c(=O)c2c(nc(Sc3ncnn3CC(=O)NC3CCCCC3)n2C)n(C)c1=O	23	-3	4	6	-18	-2.2	-1.2	-2	-9
O=C(Cc1ncc(C(F)(F)F)cc1Cl)NCCc1ccccn1	0	2	-7	-3	2	-2.2	-4.5	3	-1
COc1ccc(C(=O)NCCCCNC(=O)c2ccc(OC)c(OC)c2)cc1OC	0	0	-1	4	2	-1.2	-2.4	0	-12
COc1cccc(Oc2c(C)oc3c(CN4CCCCC4)c(O)ccc3c2=O)c1	42	6	-1	-3	-6	-2.6	-2.0	-2	-5
COCCNC(=O)c1cn(C)c2ccc(S(=O)(=O)N3CCCC3)cc2c1=O	8	-8	2	2	4	-0.1	-1.2	2	-10
O=[N+]([O-])c1ccc(-n2nnnc2CN2CCCCC2)cc1	5	3	-3	-2	7	-3.0	-1.5	-2	-1
COCCNC(=O)C1CCN(C(=O)c2cc3sccc3n2Cc2ccc(F)cc2)CC1	-1	-2	-7	0	1	1.3	-2.3	-4	-40
CCNC(=S)NC(=NCc1cccnc1)Nc1nc(C)cc(C)n1	7	32*	6	-2	1	-0.6	5.8	-13	-24

Record cards (already shown). Values in the order: UBC9 SUMO inh | M18AAP inhibitor | IDE inh | p-CIP stab down | NS3 helicase inh | IMP-1 inh | VIM-2 inh | IDE cell activ | FID counter
Cc1ccc(C)[n+](CC(=O)N2CCCCC2)c1 as listed: 0 | 9 | x | -15 | 7 | -0.4 | -1.7 | 1 | 1
C/C(=N\NC(=O)C1(C)NC(C)(C)Cc2ccccc21)c1ccccc1 (configuration not stated) as listed: -5 | 7 | 0 | 8 | 9 | -3.7 | -4.7 | 5 | 1
CC1(C)Oc2ccc(C(=O)NC3CCCC3)cc2N(CC(=O)NC2CCCC2)C1=O as listed: 18 | -1 | 2 | -7 | 0 | -3.4 | -1.4 | 5 | -5
O=C(CNS(=O)(=O)c1ccccc1)Nc1ccc2c(c1)OCO2 as listed: -1 | -6 | 1 | -5 | 0 | -1.5 | -1.0 | 1 | 7
Cc1ccn2cc(-c3ccc(O)c(O)c3)nc2c1 as listed: 12 | 72* | -4 | 2 | 3 | -5.2 | -1.2 | -2 | 3

Returning to the listing, starting six compounds before the break.
SMILES	UBC9 SUMO inh	M18AAP inhibitor	IDE inh	p-CIP stab down	NS3 helicase inh	IMP-1 inh	VIM-2 inh	IDE cell activ	FID counter
COc1ccc(C(=O)NCCCCNC(=O)c2ccc(OC)c(OC)c2)cc1OC	0	0	-1	4	2	-1.2	-2.4	0	-12
COc1cccc(Oc2c(C)oc3c(CN4CCCCC4)c(O)ccc3c2=O)c1	42	6	-1	-3	-6	-2.6	-2.0	-2	-5
COCCNC(=O)c1cn(C)c2ccc(S(=O)(=O)N3CCCC3)cc2c1=O	8	-8	2	2	4	-0.1	-1.2	2	-10
O=[N+]([O-])c1ccc(-n2nnnc2CN2CCCCC2)cc1	5	3	-3	-2	7	-3.0	-1.5	-2	-1
COCCNC(=O)C1CCN(C(=O)c2cc3sccc3n2Cc2ccc(F)cc2)CC1	-1	-2	-7	0	1	1.3	-2.3	-4	-40
CCNC(=S)NC(=NCc1cccnc1)Nc1nc(C)cc(C)n1	7	32*	6	-2	1	-0.6	5.8	-13	-24
Cc1cccc(-n2ncc3c2CCCC3NC(=O)CCc2ccncc2)c1C (configuration not stated)	-3	13	-3	-5	13	-0.2	-2.2	4	0
CCCC(=O)C1=C(O)C(C(=O)OC)C(C)(C)CC1=NCc1ccccc1 (configuration not stated)	-7	0	7	-4	3	-4.2	-1.3	1	-28
CCN(CC(=O)NCc1cccs1)c1ccc(S(=O)(=O)N2CCOCC2)cn1	26	-4	0	-5	0	-3.5	-1.0	-3	-6
CCCCN(Cc1cc2cc(OC)ccc2[nH]c1=O)C(=O)c1ccccn1	-2	1	3	-19	5	-0.2	-1.0	6	-25
O=[N+]([O-])c1cccc(CN2CCN(S(=O)(=O)Cc3ccccc3)CC2)c1	2	1	0	4	-2	-2.7	-0.9	-3	-8
O=c1cc2oc3cc(O)c(O)cc3c(-c3ccccc3[N+](=O)[O-])c-2cc1O	u	59*	0	-13	64*	-6.1	-12	4	-19
COc1cccc(OCC(=O)NC2CCCCC2)c1	10	-16	-5	1	-4	-2.6	-1.4	5	1
Cn1cc(S(=O)(=O)N2CCN(c3ccc(F)cc3)CC2)c(=O)n(C)c1=O	10	-7	-1	-1	7	0.5	-0.7	1	-1
Cc1ccccc1CN(C)CCS(=O)(=O)c1cc(Cl)ccc1Cl	14	2	-3	-14	-7	0.1	0.0	-3	-18
Cc1cc(C(=O)CN2C(=O)NC3(CCCc4ccccc43)C2=O)c(C)n1C (configuration not stated)	5	0	-1	-5	-1	-1.2	-1.6	-4	-18
Fc1cccc(Cc2noc(CN3CCSCC3)n2)c1	2	-11	0	0	18	-2.8	-0.7	1	-5
COc1ccc(S(=O)(=O)N(n2c(C)nnc2-n2nc(C)cc2C)S(=O)(=O)c2ccc(OC)cc2)cc1	-2	-3	-2	24	-9	-3.6	-1.4	5	0
CNC(=S)N/N=C/c1cc(Br)cc(Br)c1O	10	0	6	-14	17	0.7	-0.7	4	-1
CCc1[nH]c(=O)c(C#N)c2c1COC(C)(C)C2	20	3	-1	-16	5	-1.0	-0.6	0	0
CCc1c(C)c(C#N)c2nc3ccccc3n2c1N1CCN(c2cc(C)ccn2)CC1	5	-4	-1	-1	-4	-0.8	-2.8	x	2
CCCn1c(SC(C(=O)Nc2cc(C)ccc2OC)c2ccccc2)nc2ccccc2c1=O (configuration not stated)	-2	-3	-1	11	-1	-3.9	-2.2	0	1
Cc1cccc[n+]1CC(=O)Nc1ccccc1	5	-8	-1	-9	-8	-2.2	-1.6	3	-2
NS(=O)(=O)c1ccc(CNC(=O)COc2ccc3c4c(c(=O)oc3c2)CCCC4)cc1	13	-2	4	3	-3	-3.8	6.0	-5	-31
Cc1[nH]c2ccc3ccccc3c2c(=O)c1C/C=C/Cl	13	0	6	-2	-2	-1.4	0.3	-3	-4
CCOC(=O)C1=C2N(C)c3ccccc3N2CCC1=O	8	3	-4	-5	-3	-3.4	-4.9	1	-5
CCCC(c1nnnn1C1CCCCC1)N1CCN(C(=O)c2ccco2)CC1 (configuration not stated)	7	-3	-4	-10	15	-1.5	0.4	1	-22
CC(C)Cn1c(SCc2nnc(-c3cccs3)o2)nc(O)cc1=O	14	-8	6	-19	20	-1.2	-1.1	1	-13
CC(=O)Nc1ccc(N(C(=O)CNC(=O)c2cccs2)C(C(=O)NCC2CCCO2)c2ccccc2)cc1 (configuration not stated)	7	-2	8	-24	-1	-3.0	-5.4	6	-22
CC(C)C[C@H](NC(=O)OC(C)(C)C)C(=O)N/N=C/c1ccc2nccnc2c1	-6	0	5	6	-3	-2.7	-3.7	3	-22
COCCCNC(=O)/C(C#N)=C/c1c(N2CCN(c3ccccc3)CC2)nc2ccccn2c1=O	18	11	1	-8	-12	-0.9	-0.8	-1	-38
Cc1ccc(NC(=O)/C=C/c2ccco2)nc1	7	5	-1	-2	11	-1.1	-1.2	0	-4
O=C(CSc1nc2nc(-c3cccs3)cc(C(F)(F)F)c2c(=O)[nH]1)NCc1ccco1	-40	28*	-4	8	24	-3.4	8.1*	2	-1
CCc1ccc(OCC(=O)NC2CCCCC2)c(Br)c1	0	-5	0	-9	-4	-1.8	-1.9	5	-42
COc1ccc(CCC(=O)O)cc1OC	12	-4	6	-3	9	-2.9	-2.8	1	-9
Cc1cc(C)n(-c2nc(NCCN(C)C)c3c4c(sc3n2)COC(C)(C)C4)n1	15	-2	13	15	-38	-3.6	-1.0	x	13

2 records drawn at random from the list so far:
SMILES	UBC9 SUMO inh	M18AAP inhibitor	IDE inh	p-CIP stab down	NS3 helicase inh	IMP-1 inh	VIM-2 inh	IDE cell activ	FID counter
CCN(CC(=O)NCc1cccs1)c1ccc(S(=O)(=O)N2CCOCC2)cn1	26	-4	0	-5	0	-3.5	-1.0	-3	-6
CC(C)Cn1c(SCc2nnc(-c3cccs3)o2)nc(O)cc1=O	14	-8	6	-19	20	-1.2	-1.1	1	-13
